Screening data as filed in PubChem.
Wee1 degr inh = blocks degradation of human Wee1 kinase | P30291 | reporter increase, % at 5 µM | 220,000 tested, 1.2% active | HeLa Luc-Wee1K328M stability, luciferase luminescence; 100% = proteasome inhibitor MG132 effect;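 active = activation above the mean of all tested compounds plus 3 SD, set per screening run, cut at about 8.8% in these data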;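 also: cells exposed to compound for 20 h before luminescence read; 0% = DMSO alone and 100% = MG132 at 30 µM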
FXIa inh = blocks human coagulation factor XIa protease activity. inhibition, % at 5 µM. P03951. purified FXIa, Boc-Glu-Ala-Arg-AMC fluorogenic substrate. 220,000 tested, 0.14% active;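 active = inhibition of at least 40%; inactive = inhibition below 40%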;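 also: fluorescence of freed AMC excited at 355 nm; 0% = enzyme without compound and 100% = no enzyme blank; many of its hits are not listed in these tables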
TNF necrop inh = TNF-alpha cell death inhibition in Jurkat FADD-/- cells. activation (protection from cell death), % at 10 µM. AID 463075. Jurkat FADD-/- TNF necroptosis rescue, ATP luminescence, 24 h; 0 = TNF only, 100 = no-TNF cells. 220,000 tested, 0.068% active;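 active = activation, meaning protection from cell death, of at least 50% relative to plate controls; inactive = activation below 50%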;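 also: necroptosis triggered by 40 ng/mL TNF-alpha added together with compound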
CHOP inh = blocks CHOP induction under ER stress | CHO-K1 CHOP-promoter luciferase, tunicamycin-induced, 15-18 h | 220,000 tested, 3.8% active | inhibition, % at 10 µM;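 active = compounds that reduced the stress-induced luciferase reporter signal by more than about 70% of percent inhibition, limit read from the data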;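 also: 0% = tunicamycin plus vehicle and 100% = wells without tunicamycin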
zVAD death inh = blocks zVAD induced death of L929 cells. 220,000 tested, 0.38% active. L929 zVAD necroptosis rescue, ATP luminescence, 24 h; with zVAD 60 µM. AID 1377. viability rescue, % at 10 µM;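 active = activation, scaled between plate controls, above about 75%, limit read from the data; inactive = activation under that limit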;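 also: 0% = zVAD with DMSO and 100% = DMSO alone without zVAD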
EP2 antag = inhibitors of human EP2 prostaglandin E2 receptor; AID 1422; P43116; C6 glioma cells expressing human EP2, cAMP TR-FRET; cells stimulated with saturating PGE2; 260,000 tested, 0.52% active; inhibition, % at 25 µM;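 active = percent inhibition above 40 after rounding to a whole number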;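 also: rat C6 glioma host cells with rolipram phosphodiesterase inhibitor present; the protocol text gives 20 µM as final concentration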
Target sequence (P43116 whole entry, looked up): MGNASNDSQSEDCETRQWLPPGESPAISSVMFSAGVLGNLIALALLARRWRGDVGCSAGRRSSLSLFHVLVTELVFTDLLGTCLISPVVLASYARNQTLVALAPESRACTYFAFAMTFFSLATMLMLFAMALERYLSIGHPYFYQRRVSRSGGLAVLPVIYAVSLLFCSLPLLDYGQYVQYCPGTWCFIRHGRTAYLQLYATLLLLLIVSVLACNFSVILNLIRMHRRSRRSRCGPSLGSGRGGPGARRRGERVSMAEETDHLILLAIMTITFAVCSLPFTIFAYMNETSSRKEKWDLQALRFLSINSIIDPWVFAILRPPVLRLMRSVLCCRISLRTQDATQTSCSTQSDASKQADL
TbHK1 inh = T. brucei hexokinase 1 inhibition; recombinant TbHK1, G6PDH-coupled NADH A340; inhibition, % at 10 µM; 220,000 tested, 0.11% active; AID 1430;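 active = inhibition of 50% or more in the single-dose primary screen; inactive = inhibition below 50%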
FXIIa inh = blocks human coagulation factor XIIa protease activity. P00748. purified FXIIa, Boc-QGR-AMC fluorogenic substrate, 2 h. inhibition, % at 5 µM. 220,000 tested, 0.3% active; in the data active = inhibition above about 40%;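 also: 0% = enzyme with no compound and 100% = blank without enzyme; many of its hits are not listed in these tables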
Target sequence (P00748 20-372 limits assumed): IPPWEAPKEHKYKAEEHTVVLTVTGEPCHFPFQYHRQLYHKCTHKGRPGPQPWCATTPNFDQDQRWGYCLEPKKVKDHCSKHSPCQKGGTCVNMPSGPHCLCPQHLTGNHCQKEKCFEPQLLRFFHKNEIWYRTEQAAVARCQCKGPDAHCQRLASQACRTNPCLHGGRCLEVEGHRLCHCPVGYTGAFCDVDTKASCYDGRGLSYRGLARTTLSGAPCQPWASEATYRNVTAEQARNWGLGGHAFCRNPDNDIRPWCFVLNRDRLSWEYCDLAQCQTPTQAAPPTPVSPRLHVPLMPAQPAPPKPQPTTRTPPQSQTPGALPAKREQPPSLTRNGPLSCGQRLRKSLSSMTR
Target sequence (P00748 373-615 limits assumed): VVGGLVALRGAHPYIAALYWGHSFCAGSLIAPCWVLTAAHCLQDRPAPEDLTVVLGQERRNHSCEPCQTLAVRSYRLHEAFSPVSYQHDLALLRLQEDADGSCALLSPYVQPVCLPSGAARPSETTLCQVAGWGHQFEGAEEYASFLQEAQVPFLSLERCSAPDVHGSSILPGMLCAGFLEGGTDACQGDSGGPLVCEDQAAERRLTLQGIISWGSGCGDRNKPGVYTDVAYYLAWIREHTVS
PPC-1+TRAIL kill = PPC-1 cancer cell killing with TRAIL present. PPC-1 cells + TRAIL, ATPLite viability luminescence. cell killing (% activity), % at 4 µM. 220,000 tested, 0.41% active. AID 1443;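 active = cell killing above 50% in the first pass at 4 µM, then a duplicate retest at 5 µM averaging 50% or more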;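 also: plate controls were cells with TRAIL plus DMSO for no effect and medium-only wells lacking cells for full effect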
* = called active by the depositor; . = not tested or not shown.

[1] COc1ccc2c(c1OC)C(=O)N1N=C(c3ccc(Cl)cc3)CC21 (stereo not given)
[2] CCOCc1c(C(=O)OCC(=O)Nc2ccc(C)c(S(=O)(=O)N(C)C)c2)oc2ccccc12
[3] CC(C)(C)NCCOCCOc1ccccc1-c1ccccc1
[4] COc1ccc(NC(=O)CSc2ccccc2)cn1
[5] C[N+](C)(C)CCCC(=O)c1ccc2c(c1)OCO2
[6] O=S(=O)(Nc1ccc(S(=O)(=O)N2CCCCC2)cc1)c1cccs1
[7] Cc1cc(-c2ccccc2)n2nc(C)c(C#N)c2n1
[8] Cc1cccc(C)c1N1CCN(S(=O)(=O)N2CCCCC2)CC1

Assay by compound	1	2	3	4	5	6	7	8
Wee1 degr inh	1	6	1	-2	0	0	-1	-3
FXIa inh	-3	-8	-14	-3	4	0	3	-6
TNF necrop inh	2.7	0.7	3.6	6.6	-0.8	-1.1	0.6	0.2
CHOP inh	-1	25	14	3	11	-9	-1	-4
zVAD death inh	0.1	0.8	-0.7	2.5	0.1	-0.1	-0.1	-0.4
EP2 antag	8	4	8	4	15	6	5	7
TbHK1 inh	-17	3	-1	1	-3	-3	-18	-4
FXIIa inh	8	0	-3	4	18	17	16	4
PPC-1+TRAIL kill	0	9	36	24	15	2	16	9

[9] CCCOc1ccccc1C1CC(=O)Nc2cc3c(cc21)OCCO3 (stereo not given)
[10] O=C(NC1CCCCC1)n1c(=O)oc2ccc(Cl)cc21
[11] CCOC(=O)N/N=C\c1ccc(-c2cccc(C(F)(F)F)c2)o1
[12] CCOC(=O)c1[nH]c2ccccc2c1NC(=O)C1CCCC1
[13] Cc1ccc(O)c(CO)n1
[14] CCC(Oc1cc(Cl)ccc1Cl)C(=O)NNC(=O)CCC(=O)O (stereo not given)
[15] Cn1cc(C(=O)NC2CCCCCCC2)c(=O)c2cc(S(=O)(=O)N3CCCC3)ccc21
[16] O=[N+]([O-])c1cccc(/C=C/c2ccccn2)c1

Assay by compound	9	10	11	12	13	14	15	16
Wee1 degr inh	-1	2	3	.	0	2	1	10.0*
FXIa inh	2	-2	2	3	3	6	23	10
TNF necrop inh	-9.8	-1.1	1.6	0.4	0.9	2.7	1.2	-17
CHOP inh	.	-19	15	-11	11	7	45	-7
zVAD death inh	-0.2	1.1	3.3	0.2	0.0	0.8	-0.5	0.1
EP2 antag	.	7	4	8	8	9	9	6
TbHK1 inh	7	2	-34	-5	0	-3	-18	1
FXIIa inh	12	9	8	11	9	11	21	2
PPC-1+TRAIL kill	-2	12	18	3	2	12	3	3

5 compounds already listed, sorted by the number in Wee1 degr inh, lowest first:
No.	Compound	Wee1 degr inh
9	CCCOc1ccccc1C1CC(=O)Nc2cc3c(cc21)OCCO3 (stereo not given)	-1
13	Cc1ccc(O)c(CO)n1	0
15	Cn1cc(C(=O)NC2CCCCCCC2)c(=O)c2cc(S(=O)(=O)N3CCCC3)ccc21	1
14	CCC(Oc1cc(Cl)ccc1Cl)C(=O)NNC(=O)CCC(=O)O (stereo not given)	2
16	O=[N+]([O-])c1cccc(/C=C/c2ccccn2)c1	10.0*

(listing goes on)
[17] O=c1[nH][nH]c(-c2ccccc2)c1C=Nc1ccccc1Cl
[18] CN(C)CC(O)COc1cccc(OCC(O)CN(C)C)c1 (stereo not given)
[19] CC(C)N1CC(C(=O)O)CC1=O (stereo not given)
[20] O=C(Nc1cccnc1Cl)c1ccc(Cl)c([N+](=O)[O-])c1
[21] c1ccc(CNCc2ccc3c(c2)OCO3)nc1
[22] OC(CNCC1CCCO1)Cn1c2ccc(Br)cc2c2cc(Br)ccc21 (stereo not given)
[23] O=C(N/C=C\c1ccccc1)NCc1ccc(Cl)cc1
[24] COc1ccc(C(=O)NC(=S)Nc2ccc3oc(=O)ccc3c2)cc1OC

Assay by compound	17	18	19	20	21	22	23	24
Wee1 degr inh	-1	1	0	4	1	0	3	-1
FXIa inh	-3	4	-3	8	-5	3	-5	15
TNF necrop inh	-9.5	1.2	-0.7	1.1	0.1	-18	-2.2	0.1
CHOP inh	-24	1	11	-7	5	108*	24	6
zVAD death inh	-0.2	3.1	0.0	.	-0.7	1.3	0.4	0.9
EP2 antag	12	.	10	7	11	8	11	2
TbHK1 inh	-13	2	35	-1	1	16	6	-13
FXIIa inh	-2	21	-8	10	5	11	-2	15
PPC-1+TRAIL kill	16	5	12	17	7	12	4	17

[25] CCCC(=O)N1CCN(c2ccc(NC(=O)c3cc4ccccc4o3)cc2Cl)CC1
[26] CN(C)/C=C(\C(=O)c1ccccc1)c1nnnn1-c1ccc(F)cc1
[27] COc1ccc(CCNC(=O)c2cc(-c3ccc(Cl)c(Cl)c3)oc2C)cc1
[28] Cc1cc2c(c(SCC(=O)NCc3ccccc3Cl)n1)C(=O)OC2
[29] C/C(=N\Nc1ccc(F)cc1F)c1ccc(Br)s1
[30] COc1ccc(CCNC(=O)c2oc3ccc(S(=O)(=O)N4CCOCC4)cc3c2C)cc1OC
[31] CCCn1nnnc1SCC(=O)c1ccc(NC(C)=O)cc1
[32] Cc1ccc(/C=C(\NC(=O)c2ccccc2)C(=O)OCc2ccccc2)cc1

Assay by compound	25	26	27	28	29	30	31	32
Wee1 degr inh	-1	3	1	2	-2	-1	-2	6
FXIa inh	6	5	0	6	-4	17	-2	6
TNF necrop inh	-3.9	1.8	1.1	1.2	0.1	-7.1	-0.4	1.5
CHOP inh	.	-3	15	-6	71*	15	10	23
zVAD death inh	5.1	0.1	1.0	2.2	-0.5	0.9	-0.1	0.2
EP2 antag	26	6	2	6	5	11	24	13
TbHK1 inh	-16	-27	-1	-1	2	-4	4	30
FXIIa inh	8	17	5	1	0	25	13	15
PPC-1+TRAIL kill	30	-9	8	-5	7	-7	-10	-7

[33] C[C@@H](C(=O)OCC(=O)NCCc1ccc(S(N)(=O)=O)cc1)N1C(=O)C2CCCCC2C1=O (stereo not given in full)
[34] CCOC(=O)c1sc(NC(=O)c2ccc(S(=O)(=O)N3CCOCC3)cc2)nc1-c1ccccc1
[35] COc1ccc(Br)cc1/C=C\C(=O)NCc1cccnc1
[36] CCn1c(SCC(=O)N/N=C/c2ccccc2OCC(=O)O)nnc1-c1ccc(C(C)(C)C)cc1
[37] CN(Cc1ccco1)C(=O)C(Cc1ccccc1)NS(=O)(=O)c1ccc2c(c1)CCC(=O)N2 (stereo not given)
[38] Cc1ccc(C(=O)N/C(=C\c2ccco2)C(=O)NCc2cccnc2)cc1
[39] CC1(C)S[C@@H]2[C@H](NC(=O)C(C(=O)O)c3ccccc3)C(=O)N2[C@H]1C(=O)O (stereo not given in full)
[40] COc1ccc(OC)c(CCNC(=O)Cn2sc3nc(C)cc(C)c3c2=O)c1

Assay by compound	33	34	35	36	37	38	39	40
Wee1 degr inh	1	-1	0	1	0	-2	-1	-1
FXIa inh	-2	6	0	1	5	4	4	2
TNF necrop inh	-0.3	2.6	0.9	1.0	-2.9	0.4	0.5	-3.5
CHOP inh	-1	-13	19	5	8	17	7	98*
zVAD death inh	1.5	-0.6	2.8	0.5	-0.2	0.5	-0.4	0.1
EP2 antag	9	6	9	8	13	4	11	112*
TbHK1 inh	1	-22	-7	-7	-4	-13	1	-2
FXIIa inh	3	8	14	7	-9	14	13	18
PPC-1+TRAIL kill	15	1	15	-10	-12	11	23	16

[41] Cn1ccc(/C=N/N=C2/NC(=O)CS2)n1
[42] CCCOC(=O)c1ccc(NC(=O)c2cnccn2)cc1
[43] CCOC(=O)c1cnc(-n2nc(C)cc2C)nc1N1CC(C)OC(C)C1 (stereo not given)
[44] CC(=O)N1CCc2c(sc(NC(=O)c3ccc4c(c3)OCCO4)c2C#N)C1
[45] CCCCc1nc(NCc2ccccc2)c(C#N)c2c1CCCC2
[46] CCOC(=O)CNC(=O)CSc1nc2nc(C)c(Br)cc2[nH]1
[47] N#C/C(=C\C=C\c1ccccc1[N+](=O)[O-])C(=O)NC1CCCCC1
[48] Cc1cc(C(=O)CN2C(=O)c3cccc(N)c3C2=O)c(C)n1Cc1cccs1

Assay by compound	41	42	43	44	45	46	47	48
Wee1 degr inh	5	3	0	0	5	0	0	5
FXIa inh	-1	1	.	-1	7	-9	-6	6
TNF necrop inh	3.6	-0.4	-1.0	-12	0.0	0.0	-1.7	-0.9
CHOP inh	-18	-1	.	.	54	3	32	-27
zVAD death inh	-0.2	-0.1	-0.2	1.4	0.4	0.1	75*	0.2
EP2 antag	7	3	1	9	5	19	17	10
TbHK1 inh	-37	-7	-1	-9	20	4	-17	-7
FXIIa inh	4	12	.	-1	11	-6	1	19
PPC-1+TRAIL kill	-8	7	.	23	-17	11	10	34

[49] O=S(=O)(Nc1ccc(-c2nc3cccnc3s2)cc1)c1cc(F)ccc1F
[50] CSc1cc(-c2ccc(Cl)cc2)[nH]c(=O)c1C#N
[51] C(=C\N1CCCCCC1)/c1nnnn1-c1ccc(-c2ccccc2)cc1
[52] Cc1cc(C(=O)N2CCN(C/C=C/c3ccccc3)CC2)no1
[53] CC(=O)N1CCC(N(C(=O)Nc2ccc(F)cc2)C2CCCC2)CC1
[54] Cc1cc2c(=O)n(Cc3ccco3)c(SCC(=O)NCc3ccco3)nc2s1
[55] COc1ccc(NS(=O)(=O)c2ccc(NC(=O)CCNS(=O)(=O)c3ccc(C)cc3)cc2)cc1
[56] Cc1cc(C(=O)NCCc2ccc(Cl)cc2)no1

Assay by compound	49	50	51	52	53	54	55	56
Wee1 degr inh	-2	-1	-1	1	0	2	5	-3
FXIa inh	-3	0	0	0	-3	4	1	5
TNF necrop inh	-0.8	0.4	2.8	-0.8	0.1	-1.7	2.8	4.0
CHOP inh	25	-15	14	-15	-3	-2	-6	2
zVAD death inh	0.6	0.9	0.5	-0.4	0.3	0.1	1.5	0.3
EP2 antag	10	6	6	3	16	27	12	4
TbHK1 inh	-28	-19	-3	-1	-5	4	3	8
FXIIa inh	-8	7	3	13	9	1	10	12
PPC-1+TRAIL kill	10	0	14	23	20	7	22	22

[57] O=C(c1ccc(Oc2ccccc2)cc1)c1nc2c(n1O)CCCC2
[58] Cc1ccc(C)c(NC(=O)c2ccc(N(C)S(C)(=O)=O)cc2)c1
[59] Cc1cc(C)nc(NC(=O)c2ccc(Cl)cc2[N+](=O)[O-])c1
[60] O=c1[nH]c(=O)n(-c2ccccc2)c2c1C(C(F)(F)F)(C(F)(F)F)N=C(C1CCCCC1)N2
[61] O=C(NCCc1c[nH]c2ccccc12)c1cc2sccc2n1Cc1ccccc1
[62] Cc1cccc(C(=O)NCc2nnc(SCC(=O)NC(C)c3ccccc3)n2C)c1 (stereo not given)
[63] CN1CCN(CC(=O)Nc2cccc([N+](=O)[O-])c2)CC1
[64] COc1cccc(CCC(=O)O)c1OC
[65] Cc1ccc(-c2nc(-c3ccccc3)no2)cc1

Assay by compound	57	58	59	60	61	62	63	64	65
Wee1 degr inh	-2	6	0	-2	1	0	2	6	0
FXIa inh	-8	-1	4	7	2	9	-1	1	-4
TNF necrop inh	-0.1	0.7	3.1	1.5	-6.7	-0.4	1.0	-4.2	-0.5
CHOP inh	13	-13	-6	13	65	-17	18	17	9
zVAD death inh	1.0	0.0	0.6	0.3	-0.6	0.9	-0.1	-0.2	-0.9
EP2 antag	10	9	4	12	3	17	6	6	10
TbHK1 inh	-27	-5	-6	7	-3	-5	-8	0	-14
FXIIa inh	-5	2	5	14	13	12	5	20	-28
PPC-1+TRAIL kill	11	28	12	-5	-4	6	-10	.	11

Wee1 degr inh, what is marked active above.
| nr | structure | Wee1 degr inh | FXIa inh | CHOP inh | TbHK1 inh | FXIIa inh |
| --- | --- | --- | --- | --- | --- | --- |
| 16 | O=[N+]([O-])c1cccc(/C=C/c2ccccn2)c1 | 10.0* | 10 | -7 | 1 | 2 |

Some of the compounds tested. The share of hits here may be higher or lower than overall.
